ELG1 genotoxic: induces genotoxicity in HEK293T cells with luciferase-tagged ELG1; HEK293T ELG1-luciferase reporter, luminescence, 16 h; Potency, µM (top dose mostly 46 µM), inactives show top-dose activity change, positive = activation, most hits filed as activators; 1.3% of 330,000 active; AID 504466; also: potency is read from the fitted curve at half-maximal effect; % of control where 0% means no effect; nearly all actives have a fitted effect of over 60% in size
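16 hr compound incubation (37 °C, 5% CO2) of HEK293T cells carrying luciferase-tagged ELG1; luciferase then measured by ONE-Glo luminescence after 30 min at RT.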
RORgamma inh: ROR gamma (mouse) transcription inhibition; Drosophila S2 Gal4-RORgamma UAS-luciferase reporter, 20 h; Potency, µM (doses to about 53.6 µM), for the others: at the top dose activity change, negative = inhibition, hits mostly inhibitors; 5.4% of 310,000 active; AID 2551; also: potency is read from the fitted curve at half-maximal effect; % is scaled to controls: 0 for no effect and ±100 for the full control effect; nearly all actives have a fitted effect of over 60% in size
Target sequence (P51450 whole entry, looked up, the tested form may be a part): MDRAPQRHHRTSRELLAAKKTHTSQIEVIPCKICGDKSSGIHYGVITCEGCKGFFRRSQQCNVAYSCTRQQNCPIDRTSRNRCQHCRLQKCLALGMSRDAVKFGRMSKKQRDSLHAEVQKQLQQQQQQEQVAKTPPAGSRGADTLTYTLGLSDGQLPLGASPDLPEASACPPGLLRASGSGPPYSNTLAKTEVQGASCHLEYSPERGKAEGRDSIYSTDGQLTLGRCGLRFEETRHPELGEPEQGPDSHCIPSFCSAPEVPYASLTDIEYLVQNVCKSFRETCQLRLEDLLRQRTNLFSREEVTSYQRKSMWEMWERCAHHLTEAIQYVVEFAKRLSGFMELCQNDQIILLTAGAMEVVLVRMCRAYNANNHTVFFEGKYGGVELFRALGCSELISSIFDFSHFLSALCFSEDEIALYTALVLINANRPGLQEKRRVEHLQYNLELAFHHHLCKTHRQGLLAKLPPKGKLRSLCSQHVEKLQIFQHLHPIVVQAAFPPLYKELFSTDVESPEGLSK
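ROR gamma transcriptional activity was tracked as Gal4-UAS luciferase output in stably transfected Drosophila Schneider cells, with compound added 1 hr before 700 uM copper sulfate induction and a 20 hr ambient-temperature incubation.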
uPA generation: blocks generation of uPA at the cell surface. AID 540303. cell surface uPA generation assay, qHTS. 0.31% of 330,000 active. Potency, µM (highest dose often 38.3 µM), for inactives: at the highest dose activity change, negative = inhibition, hits mostly inhibitors; active = well fitted inhibition curve with a large enough effect; inconclusive = small, poorly fitted or top-dose-only effect; inactive = no such curve, though single readings can be large or run the other way; tested in mouse RAW 264.7 cells; also: potency is read from the fitted curve at half-maximal effect; % is scaled to controls: 0 for no effect and ±100 for the full control effect; nearly all actives have a fitted effect of over 55% in size
Tb PFK block: inhibitors of T. brucei phosphofructokinase; Potency, µM (titrated, usually from 57.5 µM), inactives show top-dose activity, negative = inhibition, actives largely listed as inhibitors; 0.17% of 330,000 active; AID 485367; O15648; T. brucei PFK, ADP-Glo luminescence;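 also: potency is read from the fitted curve at half-maximal effect; 0% = uninhibited 1x PFK enzyme wells and -100% = no-enzyme wells; nearly all actives have a fitted effect of over 60% in size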
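Luminescent ADP detection (ADP-Glo, two-step: ATP depletion then ADP-to-ATP conversion for luciferase) reported PFK activity after 45 min room-temperature reaction of 1.25 nM enzyme with 0.5 mM F6P and 0.1 mM ATP at pH 8.0.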
FLuc counter: inhibits or activates purified firefly luciferase, miR-21 counter-screen; 6.9% of 360,000 active; P08659; AID 588342; Potency, µM (doses to about 57.5 µM), without a hit: at the top dose activity change, negative = inhibition, usual class: inhibitors; purified FLuc, Km substrates, luminescence inhibition;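 also: potency is read from the fitted curve at half-maximal effect; plate controls were vehicle for no effect and reference inhibitor for full effect; nearly all actives have a fitted effect of over 55% in size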
Target sequence (P08659 whole entry, looked up): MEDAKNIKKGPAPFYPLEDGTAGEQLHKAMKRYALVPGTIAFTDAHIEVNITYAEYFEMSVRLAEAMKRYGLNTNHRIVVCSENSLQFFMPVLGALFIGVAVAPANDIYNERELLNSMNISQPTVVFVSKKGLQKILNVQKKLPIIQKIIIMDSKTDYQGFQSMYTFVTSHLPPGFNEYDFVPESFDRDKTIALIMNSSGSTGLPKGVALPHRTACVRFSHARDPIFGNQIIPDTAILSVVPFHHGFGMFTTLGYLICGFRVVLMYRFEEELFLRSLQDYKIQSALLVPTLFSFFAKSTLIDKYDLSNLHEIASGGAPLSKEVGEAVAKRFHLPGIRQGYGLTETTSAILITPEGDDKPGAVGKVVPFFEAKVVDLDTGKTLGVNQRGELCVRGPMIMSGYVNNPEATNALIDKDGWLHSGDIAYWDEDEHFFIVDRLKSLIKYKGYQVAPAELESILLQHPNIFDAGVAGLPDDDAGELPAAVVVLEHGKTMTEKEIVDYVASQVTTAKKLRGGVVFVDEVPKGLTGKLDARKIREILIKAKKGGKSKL
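Purified P. pyralis luciferase (10nM final) with 10uM D-luciferin and 10uM ATP (Km levels) in 50mM Tris acetate pH 7.5, 10mM Mg acetate, 0.01% Tween-20, 0.05% BSA; qHTS 6-point titration, ~60 µM downward; luminescence read.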
Gal4-VP16 FLuc: counter-screen for ROR gamma inhibitors: Gal4-VP16 reporter; Drosophila S2 Gal4-VP16 UAS-luciferase, luminescence, 20 h; Potency, µM (highest dose often 53.6 µM), without a hit: top-dose activity, negative = inhibition, actives largely listed as inhibitors; 3.5% of 310,000 active;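 also: Gal4-VP16 expression switched on by copper sulfate through the metallothionein promoter; potency is read from the fitted curve at half-maximal effect; % is scaled to controls: 0 for no effect and ±100 for the full control effect; nearly all actives have a fitted effect of over 50% in size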
KCNH2 3.1 inh: blocks the human KCNH2 3.1 channel isoform | U2OS KCNH2 3.1, thallium flux FluxOr; stronger effect = lower value | activity change, % (tested at about 1.8 µM) | 0.95% of 340,000 active | AID 720553;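 active = maximum activity change below -70%; inconclusive = maximum activity change from -70% to -50%; inactive = maximum activity change above -50%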;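 also: thallium influx rate constant from kinetic fluorescence after stimulation buffer; % is scaled to controls: 0 for no effect and ±100 for the full control effect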
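Virally transduced U2OS (3.1 isoform, 4 h infection in dark at RT) → overnight 37 C → FluxOr + Red40 in HBSS/HEPES, 45 min → stimulation buffer, 2 min kinetic read → rate constant vs DMSO controls.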
NPC1 prom act: NPC1 promoter activation | Huh7 NPC1 promoter luciferase reporter, 24 h | Potency, µM (titrated, usually from 9.22 µM), for the others: at the highest dose activation, most hits filed as activators | 2.4% of 320,000 active;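 also: potency is read from the fitted curve at half-maximal effect; % of control where 0% means no effect; nearly all actives have a fitted effect of over 60% in size; reporter is driven by a mutant NPC1 promoter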
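Stable NPC1-promoter luciferase Huh7 line; cpd (DMSO) 24 h, 37 °C, 5% CO2; Amplite luciferase reagent 10 min RT; luminescence readout. qHTS format.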
FBPA coupling cs: inhibits coupling enzyme system, counter-screen for aldolase hits | coupling enzyme system counterscreen, AmpLite Red fluorescence | activity change, negative = inhibition, % at 58.2 µM, hits read low | 0.67% of 290,000 active | AID 2472; in the data active = activity change below about -30%; also: % is scaled to controls: 0 for no effect and ±100 for the full control effect
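Coupling enzymes only (glyceraldehyde-3-phosphate) + compound, at 57.5 uM final, 10 min RT; add substrate/coupling/AmpLite Red mix, 20 min RT; fluorescence ex 525/em 598 nm. Actives flag coupling-system interference.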
Rab9 prom act: activates the Rab9 promoter. Huh7 Rab9 promoter-luciferase reporter, luminescence, 24 h. Potency, µM (highest dose often 9.22 µM), for inactives: at the highest dose activation, negative = inhibition, usual class: activators. 2.8% of 320,000 active. AID 485297; also: potency is read from the fitted curve at half-maximal effect; % of control where 0% means no effect; nearly all actives have a fitted effect of over 60% in size
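Steps: seed 1500 Huh7 Rab9-luc cells per well, rest 2 h at 37 °C; add compound in DMSO; incubate 24 h; add luciferase reagent, 10 min ambient; read luminescence.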
Giardia killer: Giardia lamblia killing. Giardia lamblia trophozoite viability. activity change, % at 7.66 µM, hits read low. 0.15% of 340,000 active; in the data active = activity change below about -80%; inconclusive = between about -30% and that limit;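 also: parasites exposed to compound for two days anaerobically before the ATP read; % is scaled to controls: 0 for no effect and ±100 for the full control effect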
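Media and compound were dispensed first, then trophozoites at 100 cells/well; plates sat 48 hrs at 37 deg C without oxygen before ATP luminescence reagent was added and read after 15-30 min at room temperature.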
* hit, by the source's call; ? = inconclusive; nt = not tested or not shown; & = joins results of further samples; [ ] = dose if it differs, or a comment. Unless noted, calls follow the shape of the dose curve; as a rule, active = well fitted curve in the direction sought with a large enough effect; inconclusive = small, poorly fitted or top-dose-only effect, or another doubt; inactive = no such curve, though single readings can be large; an effect the other way counts as inactive or inconclusive.

SMILES | ELG1 genotoxic | RORgamma inh | uPA generation | Tb PFK block | FLuc counter | Gal4-VP16 FLuc | KCNH2 3.1 inh | NPC1 prom act | FBPA coupling cs | Rab9 prom act | Giardia killer
COc1cc(OC)c(OC)cc1/C=C1\Oc2cc(OS(C)(=O)=O)ccc2C1=O | -0.6% | 0.5% | -4.2% | -13.2% | -4.8% | -9.6% | 4.9 | 1.7% | 0.5 | -5.0% | 14.0
O=[N+]([O-])c1ccc(Cl)c(-c2ccc(/C=N/c3c(-c4ccco4)nc4ccccn34)o2)c1 | 1.7% | -21.9% | -2.4% | -8.9% | -18.8% | 11.1% | 2.2 | 18.7% | -2.3 | ? | 1.4
O=C(Nc1ccc(Br)cc1)c1ccc2c(c1)OCO2 | 8.2µM* | ? | -24.2% | 0.7% | 2.13µM* | -12.4% | 16.3 | 1µM* | -0.2 | 0.708µM* | 11.6
CN1CCN(C(=S)NC(=O)c2ccc(-c3ccccc3)cc2)CC1 | -6.3% | 0.0891µM* | ? | 13.0% | -17.8% | 0.562µM* | ? | -4.1% | 1.4 | -13.3% | 7.4
Cc1ccc2nsnc2c1S(=O)(=O)NCCc1c(C)[nH]c2ccc(F)cc12 | -6.5% | 22.5% | nt | 0.2% | 0.8% | 11.7% | 4.3 | 4.3% | -11.3 | -0.4% | -18.2
CC(=O)n1cc(C2C(=O)CCCC2=O)c2ccccc21 | 3.4% | -0.8% | 3.3% | 5.0% | 5.8% | -0.3% | -13.1 | 0.3% | 1.4 | 1.0% | -6.6
Oc1ccc(Br)cc1CNc1cnc2ccccc2c1 | 2.8% | ? | -12.6% | -9.4% | -6.6% | -7.6% | -6.5 | -3.9% | 1.4 | 3.8% | 0.0
COc1ccc(C(=O)OCC(=O)N2C(C)CCCC2C)cc1S(=O)(=O)N1CCOCC1 (centres undefined) | 0.7% | nt | -4.2% | 0.0% | nt | nt | 15.2 | nt | nt | nt | -7.4
COC(=O)COc1ccc(C(C2C(=O)CC(C)(C)CC2=O)C2C(=O)CC(C)(C)CC2=O)cc1 | 2.6% | -5.8% | 10.3% | ? | -2.2% | 12.9% | -7.6 | 3.5% | 2.1 | 5.0% | -1.7
Cc1ccc(-c2n[nH]c(=S)n2/N=C/c2ccc(C)o2)cc1 | -1.9% | 5.01µM* | -0.7% | -1.0% | 5.0% | 3.55µM* | 5.7 | -0.1% | 1.5 | 2.8% | 13.0
Cc1cccc(-c2nnc(-c3cccc(NC(=O)Cc4cccs4)c3)o2)c1 | 0.4% | 25.5% | 0.7% | 1.9% | 12µM* | 0.5% | -37.0 | 2.3% | -3.5 | -2.2% | -5.8
O=C(O)CN1CCCCC1 | 2.7% | -4.5% | 6.9% | 1.8% | -3.0% | 0.4% | -10.4 | -0.7% | 1.9 | -0.9% | -17.3
Cc1[nH]c2ccccc2c1/C=N/NC(=O)CNC(=O)Cc1ccccc1 | -2.1% | -26.0% | 4.9% | 4.4% | -1.0% | 5.4% | 27.1 | -0.8% | nt | 1.9% | -11.2
COC(=O)C1=C(C(=O)c2ccccc2)C(c2cccs2)n2nnnc2N1 (centres undefined) | 0.5% | 0.5% | -6.8% | 1.7% | -0.1% | -0.9% | -4.0 | 1.9% | 3.2 | -6.8% | -13.1
COc1ccc(S(=O)(=O)N2CCOCC2)cc1NC(=O)COC(=O)c1oc2ccccc2c1C | 2.0% | nt | 6.3% | -10.1% | 5.8% | nt | -4.9 | -2.4% | nt | 4.1% | -2.9
COc1ccc(N2CCN(C(=O)CCNS(=O)(=O)c3cc(Br)cnc3N)CC2)cc1 | -7.8% | 29.4% | 9.8% | -3.3% | -18.0% | -18.1% | -13.0 | -2.4% | -5.8 | 3.4% | 25.9
O=C(CNC(=O)c1ccccc1Cl)N/N=C/C=C/c1ccccc1 | 9.0% | -28.9% | 1.0% | -2.8% | -2.8% | -9.1% | -1.3 | -0.7% | 0.1 | -7.5% | -5.6
COc1cc(NC(=O)c2ccccc2[N+](=O)[O-])ccc1NC(=O)C(C)C | 3.4% | -2.1% | 0.5% | 0.9% | -1.7% | 0.1% | 6.8 | 0.9% | -3.2 | 0.4% | -0.3
Cc1ccc([C@@H]2[C@@H]3C(=O)N(C)C(=O)[C@@H]3[C@]3(C)C(=O)N(CC4CC4)CC(=O)N23)o1 | 5.9% | -0.6% | 1.5% | 0.3% | -2.2% | 1.6% | -13.4 | -2.9% | 0.6 | 0.2% | 19.6
NC(=O)C1(N2CCCCC2)CCN(c2nc(-c3ccccc3)cs2)CC1 | -18.3% | 16.6% | 7.4% | 4.2% | 1.7% | 9.0% | -3.8 | -2.9% | 0.2 | -2.9% | -4.6
CC(C)Oc1ccc(C(CC(=O)O)n2cnnn2)cc1 (centres undefined) | 1.1% | -9.4% | 4.3% | -4.0% | -7.7% | 7.9% | -9.2 | -2.2% | 0.3 | -6.3% | -19.9
CC(C)(C)C(=O)Nc1ccc(-c2cnco2)cc1 | 14.1% | -0.8% | -9.0% | 0.3% | 16.9µM* | -1.9% | -17.5 | 20.6% | 1.7 | 18.0% | 3.8
COc1cc(NC(=O)CSc2c3c(nc4ccccc24)CCC3)cc(OC)c1OC | -2.0% | ? | -3.5% | -8.2% | -10.9%&0.3% | 23.6% | 3.8 | 0.6% | 8.0 | -0.8% | -25.7
O=C(c1ccccc1)[C@H]1[C@H](c2ccccc2)[C@@]2(N=C(c3ccccc3)OC2=O)C2c3ccccc3C=NN21 (some centres undefined) | 5.6% | 36.5% | nt | -4.2% | ? | 2.6% | nt | 3.98µM* | 0.0 | 4.47µM* | nt
CC(C)(C)NC(=O)NCc1ccco1 | -1.3% | -2.4% | -3.5% | 0.0% | -2.2% | -2.5% | -4.4 | -3.8% | 0.9 | -0.5% | -9.5
SMILES | ELG1 genotoxic | RORgamma inh | uPA generation | Tb PFK block | FLuc counter | Gal4-VP16 FLuc | KCNH2 3.1 inh | NPC1 prom act | FBPA coupling cs | Rab9 prom act | Giardia killer
COc1ccc(CNC(=O)C(OC(=O)c2ccco2)c2ccccc2)cc1 (centres undefined) | 1.3% | 34.8% | 0.0% | 3.1% | -2.8% | 1.0% | 3.1 | -0.4% | -0.8 | 3.2% | -20.5
O=C(c1ccc(CS(=O)(=O)c2ccc(Br)cc2)o1)N1CCCC1 | -1.9% | 30.0% | -4.5% | 4.1% | -0.3% | 2.5% | -1.4 | -1.7% | -2.9 | 1.1% | -1.5
COc1ccc(CN2CCN(C(=O)C3CCC(CNS(=O)(=O)c4ccc(C)cc4)CC3)CC2)c(OC)c1OC (centres undefined) | -7.7% | 28.9% | 0.6% | -3.4% | 0.1% | -0.7% | 13.2 | -6.1% | 0.3 | -27.1% | -7.1
COc1ccc(NC(=O)CN(C)C(=O)c2cc(C)on2)cc1 | 3.5% | nt | 0.8% | -7.5% | 2.1% | nt | 35.2 | -2.7% | nt | 1.6% | -25.4
CCOc1ccc(S(=O)(=O)NCCC(=O)Nc2cccc(C(=O)OC)c2)cc1 | 13.8% | 24.1% | nt | 0.1% | -9.0% | ? | -4.9 | 9.6% | -0.5 | 3.16µM* | 2.7
Cc1cccc(C)c1NS(=O)(=O)c1ccc(NC(=O)c2ccc(Cl)c([N+](=O)[O-])c2)cc1 | -14.0% | 101.8% | ? | 4.5% | 2.1% | ? | -7.1 | -1.8% | -0.9 | -1.4% | 3.2
Cc1cccc2cc(C#N)c(NCCNC(=O)COc3ccccc3)nc12 | -4.3% | ? | 2.1% | -17.3% | 2.4% | ? | -2.9 | -3.0% | -35.2* | -5.3% | 34.2[activator]
CCOC(=O)/C=C1/SCC(=O)N1CC(=O)Nc1cccc(F)c1 | 0.7% | nt | 3.9% | -1.6% | nt | nt | -15.7 | 0.1% | nt | 1.4% | -28.2
COc1cc(/C=C2\CCC/C(=C\c3ccc(O)c(OC)c3)C2=O)ccc1O | -10.8% | -24.4%&-4.8% | -14.1% | -4.1% | 19µM* | -28.4%&-14.5% | 3.7 | -4.3% | 5.3 | -12.8% | -0.2
O=C(c1ccc(-c2ccccc2)cc1)N1CCN(c2ncccn2)CC1 | 0.1% | 42.6% | 11.2% | 2.0% | 4.1% | -10.2% | 14.1 | 2.2% | -74.6* | 1.6% | 1.0
N#C/C(=C\c1c(Cl)cccc1Cl)c1nn(-c2ccccc2)c(-n2cccc2)c1C#N | -7.1% | 8.8% | -4.3% | 0.2% | 0.0% | 2.7% | -5.9 | 0.4% | 3.1 | -5.1% | 5.9
COc1cccc(C(C(=O)NC2CCCCC2)N(C(=O)Cc2cccs2)c2ccc(-n3cnnn3)c(OC)c2)c1 (centres undefined) | -3.4% | 8.5% | nt | -0.6% | 1.0% | 3.7% | 7.7 | 0.1% | 2.7 | -3.8% | -11.6
CCCn1c(N)c(C(=O)CSc2nnc(-c3cccs3)n2C2CC2)c(=O)[nH]c1=O | -2.2% | nt | ? | 0.4% | nt | nt | 8.7 | nt | nt | nt | -19.3
O=C(CSc1nc2nn(-c3ccccc3)c(=O)c-2c2n1CCCCC2)Nc1ccc(F)cc1F | 2.3% | nt | 13.0% | 3.2% | 0.8% | nt | -28.4 | 0.6% | nt | 0.4% | 33.5[activator]

Screens from PubChem.
